Jurkat NFkB inh: lowers PMA/ionomycin-induced NF-kB signal in Jurkat cells; PMA/ionomycin-induced NF-kB luciferase reporter, luminescence; inhibition, % at 4 µM; 330,000 compounds, 0.53% hits; AID 435003; in the data active = inhibition above about 50%
CHOP UPR activ: activators of apoptotic arm of unfolded protein response (CHOP) | CHO-CHOP luciferase reporter, UPR activation, luminescence; percent of tunicamycin response over DMSO baseline | activation, % at 10 µM | 330,000 compounds, 0.34% hits;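 active = at 10 µM dose, activation of 40% or more, normalized to positive control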;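 note: 100% = tunicamycin at 10 µg/mL and 0% = DMSO alone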
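Evaluation: % reporter activation, DMSO baseline versus tunicamycin full activation; System: CHO-CHOP luciferase reporter cell line; Input: 500 cells/well; Incubation: 6 h compound treatment, 37 °C; Measured by: Steady-Glo luciferase luminescence; Dosing: one dose, 10 µM in 0.5% DMSO; Buffer or medium: F12 medium, 10% FBS; Benchmarks: positive tunicamycin 10 µg/mL, negative DMSO alone.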
APJ antagonist: APJ receptor antagonism. P35414. CHO-K1 APJ beta-arrestin complementation, luminescence. inhibition, % at 20 µM. 330,000 compounds, 0.32% hits. AID 2521;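 active = inhibition above about 40% at 20 µM, limit read from the data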;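 note: cells challenged with 10 nM apelin-13 agonist together with compound; plate controls were apelin-13 plus DMSO wells for no effect and DMSO wells lacking apelin-13 for full effect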
Mdm2-MdmX inh: inhibitors of human Mdm2/MdmX interaction; 330,000 compounds, 3% hits; O15151+Q00987; SaOS-2 split-luciferase Mdm2/MdmX complementation, luminescence; AID 485346; inhibition, % at 8 µM;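 active = inhibition of at least 50% at 8 µM in the primary screen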
Target sequence (O15151 whole entry, looked up): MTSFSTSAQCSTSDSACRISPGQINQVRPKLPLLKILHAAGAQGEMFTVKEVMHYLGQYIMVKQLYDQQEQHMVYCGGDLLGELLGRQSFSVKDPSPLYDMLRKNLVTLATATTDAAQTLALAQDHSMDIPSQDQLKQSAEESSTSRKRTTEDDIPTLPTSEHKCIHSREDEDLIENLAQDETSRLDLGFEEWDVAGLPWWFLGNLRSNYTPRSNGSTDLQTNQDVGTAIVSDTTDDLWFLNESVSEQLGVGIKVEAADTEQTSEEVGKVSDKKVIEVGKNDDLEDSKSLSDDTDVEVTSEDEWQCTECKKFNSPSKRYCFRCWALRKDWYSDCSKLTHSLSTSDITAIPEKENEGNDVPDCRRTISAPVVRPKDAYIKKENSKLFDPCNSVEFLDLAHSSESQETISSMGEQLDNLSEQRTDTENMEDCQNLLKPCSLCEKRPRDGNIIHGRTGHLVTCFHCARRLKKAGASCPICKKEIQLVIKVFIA
Target sequence (Q00987 whole entry, looked up): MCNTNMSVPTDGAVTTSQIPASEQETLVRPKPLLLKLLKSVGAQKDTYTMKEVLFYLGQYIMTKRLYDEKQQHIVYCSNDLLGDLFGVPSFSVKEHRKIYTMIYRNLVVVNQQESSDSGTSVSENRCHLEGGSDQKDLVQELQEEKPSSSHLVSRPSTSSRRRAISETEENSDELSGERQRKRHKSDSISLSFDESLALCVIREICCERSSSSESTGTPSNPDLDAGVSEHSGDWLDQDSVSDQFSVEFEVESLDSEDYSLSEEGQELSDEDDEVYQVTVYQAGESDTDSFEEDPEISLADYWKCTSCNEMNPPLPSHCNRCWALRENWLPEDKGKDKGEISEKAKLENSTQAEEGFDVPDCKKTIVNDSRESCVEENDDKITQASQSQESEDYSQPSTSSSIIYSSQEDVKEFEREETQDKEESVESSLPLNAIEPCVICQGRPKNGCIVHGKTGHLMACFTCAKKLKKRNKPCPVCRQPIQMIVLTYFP
XBP1 UPR activ: adaptive UPR (XBP1) activation; CHO-XBP1 luciferase reporter, IRE1-XBP1 UPR activation, luminescence; percent of tunicamycin response, DMSO as zero; activation, % at 20 µM; 330,000 compounds, 0.33% hits; AID 463104;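 active = versus positive control, 20 µM dose yields 30% or more activation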;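 note: 100% = tunicamycin at 10 µg/mL and 0% = DMSO only wells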
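Material – CHO cell line with stable XBP1 luciferase reporter · Buffer or medium – F12 plus 10% FBS · Compound – single point, 20 µM final compound, 1% DMSO · Schedule – 16-18 h cell attachment at 37 °C, then 6 h compound exposure · Signal – Steady-Glo luminescence read · Benchmarks – high control tunicamycin 10 µg/mL final, low control DMSO vehicle only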
APJ agonist: APJ receptor agonism; P35414; CHO-K1 APJ PathHunter beta-arrestin, luminescence; 0% DMSO wells, 100% apelin; activation, % at 20 µM; 330,000 compounds, 0.11% hits; AID 2520;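 active = activation more than six SD over the plate average, tested at 20 µM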;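 note: 0% = DMSO alone and 100% = apelin-13 at 10 nM; some results filed as inactive read as strong as hits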
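Assay system: CHO-K1 cells stably expressing ProLink-tagged human APJ and arrestin–beta-gal acceptor. Compound dosing: 20 µM single point, 1% DMSO. Times: 16-18 h seeding, 90 min dark compound exposure, 60 min detection. Detection: beta-gal luminescence. Evaluation: APJ–arrestin association signal. Controls: negative DMSO alone, positive Apelin-13 at 10 nM.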
697 NFkB inh: lowers PMA/ionomycin-induced NF-kB signal in 697 B cells | 330,000 compounds, 0.33% hits | inhibition, % at 4 µM | 697 B-cell NF-kB luciferase reporter, 16 h | AID 435022; in the data active = inhibition above about 35%
tim23-1 inh: inhibits growth of tim23-1 mutant yeast; S. cerevisiae tim23-1 growth, BacTiter-Glo luminescence, 24 h; inhibition, % at 20 µM; 330,000 compounds, 1.3% hits; AID 463212;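 active = growth inhibition of the mutant yeast at or above 50%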;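 note: temperature-sensitive mutant grown at 25 °C; plate controls were DMSO-treated mutant yeast for no effect and medium wells lacking yeast for full effect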
* marks the source's active call; other numbers are inactive results.

Values run as follows: Jurkat NFkB inh	CHOP UPR activ	APJ antagonist	Mdm2-MdmX inh	XBP1 UPR activ	APJ agonist	697 NFkB inh	tim23-1 inh
- CC(C)c1ccc(-c2nc(N3CCOCC3)[nH]c(=O)c2C#N)cc1
 : 2	0.2	4	31	3	-4	4	-11
- COc1ccc(-c2c(C)c3ccc(O)cc3oc2=O)cc1OC
 : 0	-0.3	-22	-14	0	1	-27	12
- CSc1nnc(CCNS(=O)(=O)c2ccc(Br)cc2)n1C
 : -3	2.2	9	2	-1	1	-1	-11
- CC1CCCN(C(=O)c2cccc(S(=O)(=O)N3CCCc4ccccc43)c2)C1 (stereo not drawn)
 : 2	2.5	26	-21	0	6	-44	36
- CC(=O)c1cc(C(=O)N2CCc3c([nH]c4ccccc34)C2C2CCCCC2)[nH]n1 (stereo not drawn)
 : -10	-0.2	0	47	-2	-3	2	13
- CSc1ccccc1NC(=O)CCn1c(=O)sc2ccccc21
 : 2	1.6	-4	-12	-2	-7	9	13
- C/C(=N\O)c1ccc2c(c1)OCCO2
 : 2	-1.7	-11	0	-6	0	17	5
- Cc1noc(C)c1C(=O)OCC(=O)C12CC3CC(CC(C3)C1)C2
 : 9	0.6	11	-16	-3	-2	2	5
- CC1(C)CC(=O)C2=C(C1)OC(N)=C(C#N)C2c1ccccc1OC(=O)N1CCOCC1 (stereo not drawn)
 : -13	-1.4	7	2	-5	0	-23	-3
- O=C(NCC1CCCO1)C(c1cccs1)N(C(=O)c1ccc(-c2ccccc2)[nH]1)C1CCCC1 (stereo not drawn)
 : -27	1.3	-5	20	-2	-1	14	25
- CCC(C)(C)n1nnnc1C(c1ccc2ncccc2c1)N1CCN2CCCC2C1 (stereo not drawn)
 : 0	0.7	1	22	-6	-4	26	2
- Cc1ccn2c(CNC(C)c3cn(C)nc3C)c(C(=O)N3CCCCCC3)nc2c1 (stereo not drawn)
 : 5	-0.6	-2	6	-2	2	13	-10
- CCCCCCCCCC[n+]1cccc(C(=O)N(CC)CC)c1
 : -9	-1.3	-2	7	0	-2	-42	-15
- Cc1cc(C)n(-c2ccc3nnc(C)n3n2)n1
 : 6	0.9	4	-3	-2	4	18	-5
- N#CC(Sc1ccccn1)c1ccc(Cl)cc1 (stereo not drawn)
 : 5	1.3	-6	10	0	-5	-12	-57
- COC(=O)[C@@H]1[C@H](CCc2ccccc2)NC(=O)N(Cc2ccccc2)[C@@H]1C
 : 0	-1.0	17	3	0	-1	14	24
- CCOC(=O)C1CCN(c2c(NCc3ccc(C(=O)NCCOC)cc3)c(=O)c2=O)CC1
 : -15	0.7	6	-18	0	-2	11	-11
- CCOc1nc(Oc2cccc(C(=O)O)c2)nc(Oc2cccc(C(=O)O)c2)n1
 : 4	-2.0	12	-9	-3	-3	2	9
- CCC(CC)C(=O)Nc1cc(C)cc(C)c1
 : 6	1.3	10	-26	-2	-3	-2	13
- O=C(Cn1c(=O)oc2ccccc21)NCC1COc2ccccc2O1 (stereo not drawn)
 : 2	0.2	20	-4	-1	-8	6	2
- Cc1cc(NC(=O)c2ccc(Br)c([N+](=O)[O-])c2)no1
 : -4	-1.3	1	15	-2	-1	1	-5
- CCCCOc1ccc(C(=O)NCC(=O)NCC(c2ccc(OC)cc2)N2CCCC2)cc1 (stereo not drawn)
 : 7	1.4	2	16	0	-4	3	-9
- COCC(=O)NNS(=O)(=O)c1ccccc1[N+](=O)[O-]
 : -8	-0.1	-26	-17	0	-1	6	14
- Cc1ccc(-n2ncc3c(=O)[nH]c(SCC(=O)N4CCN(c5ccccc5)CC4)nc32)cc1
 : 6	1.5	9	4	-3	-2	-20	-18
- S=C(NCCCc1ccccc1)NCc1ccccc1
 : 1	1.7	15	5	-2	-5	-6	38
- Cn1c(CCNC(=O)c2ccco2)nc2cc([N+](=O)[O-])ccc21
 : 0	0.8	6	23	-3	-7	17	9
- COc1ccc(-c2nnn(Cc3nc(N)nc(N4CCOCC4)n3)n2)cc1OC
 : 0	-1.6	5	12	5	-1	14	10
- CNS(=O)(=O)c1cn(CC(=O)N(C)Cc2ccccc2)cc1S(=O)(=O)NC
 : 3	-0.2	-15	32	14	-3	11	-3
- CCC(CO)Nc1ncc([N+](=O)[O-])cc1C#N (stereo not drawn)
 : -7	4.1	17	8	2	1	0	-10
- CC1CCCCN1C(=O)c1cc(-c2ccc3c(c2)OCO3)on1 (stereo not drawn)
 : -131	3.7	2	-114	-7	-2	-168	92*
- CCOCCCNC(=O)c1c(-c2ccccc2)noc1C
 : -10	-0.6	19	-30	-3	3	-13	12
- CCCCn1c(N)c(N(CCOC)C(=O)c2cc(-c3ccncc3)nc3ccccc23)c(=O)[nH]c1=O
 : 9	-1.3	21	21	-4	-3	7	5
- CC(C)(C)NC(=O)NC(=O)COC(=O)c1cccc(F)c1
 : -9	-1.1	-17	13	-2	-4	-6	11
- CNC(=O)CSc1nnc(-c2ccc3c(c2)OCO3)n1C
 : 8	0.4	-9	18	1	-2	12	-3
- COc1cc(C=O)c(Br)cc1OC1CCCC1
 : 9	2.9	-10	-8	-2	1	2	56*
- O=C(Cc1ccccc1)N1CCCC(c2nc(-c3cccs3)no2)C1 (stereo not drawn)
 : -9	1.5	11	-14	-4	-1	22	23
- O=C(CNC(=O)c1ccc(S(=O)(=O)N2CCCC2)cc1)N/N=C/c1ccc(F)cc1
 : 7	-0.2	9	-15	-1	-3	29	6
- CC(C)C(NC(=O)CNC(=O)OC(C)(C)C)C(=O)NCc1ccccc1 (stereo not drawn)
 : -7	-0.8	0	-16	-2	0	-20	7
- Cc1ccc(-c2ccc(/C=N/NC(=O)CN3CCCC3)o2)cc1Cl
 : -13	1.3	-1	1	-2	-1	6	0
- CCOC(=O)c1[nH]c(C)c(C(=O)Nc2ccccc2F)c1C
 : 52*	2.2	22	35	-1	-1	-77	17
- CCc1ccc(C2=NN(C(C)=O)C(c3ccco3)C2)cc1 (stereo not drawn)
 : -97	1.3	-22	-113	4	-1	-152	35
- COc1ccccc1NS(=O)(=O)c1cc(NC(=O)Nc2ccc(Cl)cc2Cl)ccc1N1CCCCC1
 : 2	7.9	0	42	-1	0	10	17
- NC(=O)CSc1nnnn1-c1cccc(Cl)c1
 : 1	-0.7	-2	-5	-5	-2	10	6
- COCCn1nnnc1C(c1cc2ccc(OC)cc2[nH]c1=O)N1CCc2ccccc2C1 (stereo not drawn)
 : -4	0.4	-1	-3	-3	1	-3	16
- Cn1cc(SCC(=O)NCc2ccc(F)cc2)c2ccccc21
 : -9	-0.7	15	2	-5	-1	40*	10
- COc1ccc(C(=O)N2CCCC(Nc3ccc(C)c(C)c3)C2)c(OC)n1 (stereo not drawn)
 : -17	2.8	9	24	-3	-5	22	20
- Cc1cccc(C)c1NC(=O)CNC(=O)c1cnccn1
 : 4	1.8	8	20	-1	-7	2	7
- CCc1ccc(NC(=S)N(CCN2CCCCC2)Cc2ccco2)cc1
 : -10	1.5	-7	-19	4	-1	-17	10
- CCOC(=O)CCCn1ccc2cc(S(=O)(=O)N3CCCC3)ccc21
 : -3	1.8	-7	14	-2	-3	0	27
- Cc1occc1-c1nnc(SCC(=O)NCc2cccs2)n1-c1ccc(F)cc1
 : -25	-0.7	4	-2	-2	-6	-5	-1
- O=C1N=c2ccccc2=C1c1sc(=S)n(CC2CCCO2)c1O (stereo not drawn)
 : 2	-0.9	-37	9	-7	-1	14	-11
- Cc1cccc(NC(=O)N2CCN(Cc3ccccc3)CC2)c1
 : 3	3.5	15	-8	1	-2	-1	1
- COc1ccccc1NS(=O)(=O)c1ccc2c(c1)n(C)c(=O)n2C
 : -6	-1.0	15	3	-3	-5	-12	7
- CCn1cc([N+](=O)[O-])c(C(=O)N2N=C(c3ccc(O)c(OC)c3)CC2c2ccccc2O)n1 (stereo not drawn)
 : -21	2.2	5	21	0	-1	1	13
- CCc1cc(C(=O)O)c(NC(=O)/C=C/c2ccc(OC)cc2)s1
 : -38	5.5	-4	-68	6	-8	-81	23
- CC(C)C/C(O)=C/c1nc2cc(Cl)ccc2oc1=O
 : 16	3.9	-9	8	2	3	-2	4
- Cc1c(Cl)cccc1NC(=O)CN1CCC(NC(=O)C2CCCCC2)CC1
 : 14	1.4	9	-2	-4	-3	14	13
- COc1ccc(S(=O)(=O)NCCOc2cccc3cccnc23)cc1OC
 : 10	1.7	-1	-3	-1	-1	0	14
- CCCCn1c(N)c(Sc2ccc(C)cc2)c(=O)[nH]c1=O
 : 3	-4.6	2	12	-1	-2	24	2
- CCc1nnc(NC(=O)CSc2ncc(-c3ccccc3)[nH]2)s1
 : -1	0.2	-41	2	0	-3	-5	15

(further entries)
Values run as follows: Jurkat NFkB inh	CHOP UPR activ	APJ antagonist	Mdm2-MdmX inh	XBP1 UPR activ	APJ agonist	697 NFkB inh	tim23-1 inh
- CCOc1ccc(C(=O)OC2CCCN(C)C2)cc1 (stereo not drawn)
 : -27	3.1	0	-8	-2	0	-48	10
- Cc1nn(C)cc1S(=O)(=O)NC1CCCC1
 : -8	-0.1	-5	-17	-1	-3	20	5
- O=Cc1c(Sc2ccccc2)nc2ccccn2c1=O
 : 4	-1.1	18	23	10	3	23	-51
- CC1(C)c2[nH]c3ccccc3c2C[C@@H]2C(=O)N(Cc3ccc(F)cc3)C(=O)N21
 : 18	0.5	-51	14	-1	9	-17	49
- CCN(CC)c1ccc2c(C)c(-c3ccc(N)cc3)c(=O)oc2c1
 : -19	3.4	-8	0	4	-2	-61	55*
- Cc1cc(C(=O)Cn2nnc3ccccc3c2=O)c(C)n1Cc1cccs1
 : -104	1.2	18	37	-3	1	-341	13
- COc1ccc(/C=C2\SC(=NCc3ccccc3)N(Cc3ccccc3)C2=O)cc1OC
 : 0	-3.5	15	12	-2	-5	19	17
- Fc1cccc(Cc2noc(CN3CCSCC3)n2)c1
 : 5	0.6	-5	-5	0	-2	19	15
- Cc1ccc(-c2[nH][nH]c(=O)c(=O)c2N=Nc2ccccc2)cc1
 : -4	-0.3	-7	61*	5	0	-30	25
- COc1ccc(CCNC(=O)c2cnc3scc(C)n3c2=O)cc1OC
 : 0	-1.1	9	7	2	-2	-6	20
- O=C1CNC(=S)N1C(CO)c1ccccc1 (stereo not drawn)
 : -16	1.4	-39	-21	0	1	11	14
- CC(C)(C)c1cc(NC(=O)c2ccco2)no1
 : -81	2.0	-5	-56	-4	3	-122	25
- COc1cccc(OCC(O)CN2C(C)CCCC2C)c1 (stereo not drawn)
 : -10	-2.4	-10	14	-1	-5	16	-15
- CCOC(=O)c1ccc(NC(=O)N2CCN(S(C)(=O)=O)CC2)cc1
 : -10	-0.7	-3	1	0	-4	-8	8
- O=C(CSc1nc2cc(Cl)c(Cl)cc2[nH]1)c1ccc2c(c1)OCO2
 : -7	-0.3	-3	7	1	-6	-5	-10
- COc1ccc(N2CC(C(=O)NCc3cccnc3)CC2=O)cc1 (stereo not drawn)
 : -11	-3.0	-13	4	-3	-3	-17	10

By substructure, those above containing a COOH group (2)
Values run as follows: Jurkat NFkB inh	CHOP UPR activ	APJ antagonist	Mdm2-MdmX inh	XBP1 UPR activ	APJ agonist	697 NFkB inh	tim23-1 inh
- CCOc1nc(Oc2cccc(C(=O)O)c2)nc(Oc2cccc(C(=O)O)c2)n1
 : 4	-2.0	12	-9	-3	-3	2	9
- CCc1cc(C(=O)O)c(NC(=O)/C=C/c2ccc(OC)cc2)s1
 : -38	5.5	-4	-68	6	-8	-81	23

Assay outcomes as filed in PubChem.
